High-throughput results (PubChem BioAssay)
ERK EGF inh = qHTS Assay for Inhibitors of the ERK Signaling Pathway using a Homogeneous Screening Assay; Stimulation with EGF. HEK293-V1b, EGF-stimulated phospho-ERK AlphaScreen. Potency, µM (titrated, usually from 11.5 µM), without a hit: at the top dose activity change, negative = inhibition, usual class: inhibitors. hit rate 0.41% among 130,000. AID 1454, 2008; active = well fitted inhibition curve with a large enough effect; inconclusive = small, poorly fitted or top-dose-only effect, or effect the other way;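 also: plate controls were stimulated vehicle wells for no effect and unstimulated vehicle basal for full effect; nearly all actives have a fitted effect of over 55% in size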
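V1b-HEK293, 1% FBS o/n; cpd 30 min 37C; EGF 25 nM final, 5 min; lyse 10 min; AlphaScreen beads 5 h RT. Normalized DMSO basal vs EGF max; Hill AC50.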
An asterisk follows results filed as active; ? = inconclusive; [ ] = another dose, or the depositor's remark. Potency is read from the fitted curve at half-maximal effect. A portion of the library (hit frequency here may not be typical).

A first look, 7 compounds:
compound	ERK EGF inh
CCCCn1c(N)c(N(CCOC)C(=O)CN2c3ccccc3CC2C)c(=O)[nH]c1=O (centres undefined)	-33.3%
COc1cccc(-c2nnc(-c3ccco3)o2)c1	-2.2%
CCOc1ccc(/C=C/C(=O)Nc2ccc(C(N)=O)cc2)cc1OC	2.6%
CCOC(=O)C(NC(=O)c1cccc(Cl)c1)(OCc1ccccc1)C(F)(F)F (centres undefined)	2.1%
COc1ccc2nc(C)cc(N3CCC(C(N)=O)CC3)c2c1	5.0%
O=C(Nc1ccc(Cl)c(C(F)(F)F)c1)C(=O)N1CCCCC1	-11.8%
O=C(COC(=O)c1cc(=O)[nH]c2ccccc12)NC1CCCC1	-3.5%

This part in full, repeating the preview:
compound	ERK EGF inh
CCCCn1c(N)c(N(CCOC)C(=O)CN2c3ccccc3CC2C)c(=O)[nH]c1=O (centres undefined)	-33.3%
COc1cccc(-c2nnc(-c3ccco3)o2)c1	-2.2%
CCOc1ccc(/C=C/C(=O)Nc2ccc(C(N)=O)cc2)cc1OC	2.6%
CCOC(=O)C(NC(=O)c1cccc(Cl)c1)(OCc1ccccc1)C(F)(F)F (centres undefined)	2.1%
COc1ccc2nc(C)cc(N3CCC(C(N)=O)CC3)c2c1	5.0%
O=C(Nc1ccc(Cl)c(C(F)(F)F)c1)C(=O)N1CCCCC1	-11.8%
O=C(COC(=O)c1cc(=O)[nH]c2ccccc12)NC1CCCC1	-3.5%
C/C(CC(=O)Nc1cccc(Cl)c1Cl)=N\NC(=O)c1ccccc1Br	-15.6%
CCCCOC(=O)c1ccc(NC(=O)COC(=O)CSc2nc(C)cc(C)n2)cc1	-5.1%
CC(C)C1CC(C(F)(F)F)n2nc(C(=O)O)cc2N1 (centres undefined)	-8.7%
C/C(=N\Nc1ncc(Cl)cc1Cl)c1cccs1	-6.4%
O=C(N/N=C/C(Cl)=C/c1ccc([N+](=O)[O-])cc1)C(=O)Nc1cccc(C(=O)O)c1	6.1%[57.5 µM]
Cc1ccc(-c2nnc(CSc3nc(C(C)C)nc4sc(C)c(C)c34)o2)cc1	9.8%
COC(=O)c1c(NC(=O)c2ccc(OC(C)C)cc2)sc2c1CC(C)(C)NC2(C)C	28.2µM*
NC(=O)Nc1ccc(Oc2ncc(C(F)(F)F)cc2Cl)cc1	6.4%

(cont.)
compound	ERK EGF inh
CCOC(=O)c1c(-c2ccc(C)o2)csc1NC(=S)NC(=O)c1ccc(F)cc1	1.0%
C=CCNC(=O)CCC(=O)NNc1nc2ccccc2c2nc(-c3ccccc3)nn12	0.3%
N#C/C(=C\c1sc(N2CCOCC2)nc1-c1ccccc1)C(=O)Nc1cccc2ccccc12	-0.6%
CCc1ccc(NC(=O)c2ccccc2Br)cc1	2.4%
Cc1cc(Cl)ccc1C(=O)C1CCCN(C(=O)CCN2CCCO2)C1 (centres undefined)	0.6%
Cc1nn(CC(=O)Nc2nccs2)c(C)c1[N+](=O)[O-]	-3.5%
CCOc1ccc(C(=O)Nc2nc(C)c(C(=O)OC)s2)cc1	-6.3%[57.5 µM]
CCn1nc(C)c(/C=N/NC(=O)Cc2ccc(Cl)cc2)c1C	5.2%
Cc1ccc(-c2nnc(SCC(=O)Nc3sc(C)c(C)c3C#N)n2C)cc1	8.0%
CC(C)CC(=O)NC(=S)Nc1cc(C(F)(F)F)ccc1N1CCOCC1	2.5%
O=C(NCC1CCCO1)C1CCN(C2CCN(C(=O)CC3CCCC3)CC2)CC1 (centres undefined)	-8.9%[57.5 µM]
CCN(CC)C(=O)c1ccc(CS(=O)(=O)c2ccc(OC)cc2)o1	2.2%
CC(C)CC(NC(N)=O)C(=O)Nc1ccc2c(c1)OCO2 (centres undefined)	14.5%
O=C(NCc1ccc(OC(F)(F)F)cc1)C1CC(c2ccccc2C(F)(F)F)=NO1 (centres undefined)	-3.6%[57.5 µM]
Cc1nc(-c2cccc(NC(=O)C3CCCCC3)c2)cs1	-7.2%

Carrying on:
compound	ERK EGF inh
CCc1nnc(NC(=O)CSc2nnc(-c3ccccc3O)o2)s1	8.1%
Cc1cc(C)nc(Nc2nc3ccccc3s2)n1	-16.5%
Cc1ccc(Nc2nc(N)c([N+](=O)[O-])c(N3CCOCC3)n2)cc1	?
O=C(O)c1c(-c2ccccc2)c(-c2ccccc2)nc2ccccc12	-5.6%
CC(C)(C)C1CCc2c(sc3ncn(N)c(=N)c23)C1 (centres undefined)	3.0%[57.5 µM]
CCN1CCN(C(=S)Nc2cc(S(=O)(=O)N(CC)CC)ccc2C)CC1	-6.6%
NS(=O)(=O)c1ccc(NC(=S)NC(=O)c2cccnc2)cc1	7.4%
CCc1cc(=O)[nH]c(-n2[nH]c(-c3ccccc3)cc2=O)n1	-6.6%
O=C(/C=C/c1cccs1)Nc1ccncc1	4.6%
C/C(=N/N1CCN(Cc2cccc3ccccc23)CC1)c1cccnc1	-16.8%[57.5 µM]
CCOC(=O)c1cnc2nc(NCc3ccc(OC)c(OC)c3)[nH]n2c1=O	-0.8%
CSc1cccc(NC(=S)N(Cc2ccc(C)cc2)Cc2ccccn2)c1	8.8%
O=C(COC(=O)c1cc(=O)[nH]c(=O)[nH]1)Nc1cccc(S(=O)(=O)N2CCOCC2)c1	-8.3%
CCN(CC)c1ccc(-c2n[nH]c(=S)n2-c2ccccc2)cc1	3.7%
COc1ccccc1CNc1ncncc1-c1ccccc1CN(C)C	16.1%

Carrying on.
canonical_smiles | ERK EGF inh
CCOC(=O)c1cc(NC(=O)c2cccs2)ccc1N1CCOCC1 | -0.7%
COC(=O)CSC(C)C(=O)Nc1nnc(C(C)C)s1 (centres undefined) | 7.6%
CCCNC(C)C(=O)Nc1ccccc1C (centres undefined) | 9.5%
CCCOc1ccc(N2C(=O)CC(NCc3ccc(S(N)(=O)=O)cc3)C2=O)cc1 (centres undefined) | 1.6%
O=C(N/N=C/c1ccccn1)c1ccc(Br)cc1 | 12.1%
CC1=CC[C@@]2(CO)COC(c3ccccc3O)C1C2 (some centres undefined) | -7.5%
COc1ccc(/C=C2/C(=O)N(c3nc4ccccc4s3)N=C2CSc2ccc(Cl)cc2)cc1 | 5.4%
CC(/C=N/NC(=O)c1cc(-c2cccn2C)n[nH]1)=C\c1ccccc1 | ?

More structures
canonical_smiles | ERK EGF inh
CC(C)[C@H](NC(=O)c1ccco1)C(=O)OCC(=O)Nc1ccccc1OC(F)F | 3.7%
CCn1cnc2c1c(=O)n(CC(=O)NCc1ccccc1)c(=O)n2Cc1ccccc1 | 10.4%
CNC(=S)Nc1ccc(-c2nc3ccc(C)cc3s2)cc1 | 0.9%
CC(Sc1nc2cc([N+](=O)[O-])ccc2n1-c1cccc(C(F)(F)F)c1)C(=O)NC(N)=O (centres undefined) | -3.9%
CC(NC(=O)COC(=O)Cc1ccc(-c2ccccc2)cc1)c1ccccc1 (centres undefined) | 6.3%
COC(=O)C1=C(O)CSC1=Nc1ccc(C)cc1 | 4.4%
O=C(COC(=O)COc1ccc(Cl)cc1)Nc1ccc(F)c([N+](=O)[O-])c1 | 9.5%
Cc1cc(S(=O)(=O)N2CCCC2)ccc1OCC(=O)N1CCC(C(N)=O)CC1 | 6.0%

(continued)
canonical_smiles | ERK EGF inh
CC(=O)Oc1ccc(Cl)cc1/C=C/c1cc(OC(C)=O)c2ccccc2n1 | -7.7%
C=C1c2cc(C)c(C)cc2NC(=O)N1c1ccccc1 | 15.3%[57.5 µM]
Cc1cccc(CNc2ccnc(-c3cccnc3)n2)c1 | 3.2%
C#CCNC(=O)C1CCN(c2ccc(S(=O)(=O)N3CCOCC3)cc2Cl)CC1 | -1.2%
Nn1c(Cc2cccc3ccccc23)nnc1SCCOc1ccc(F)cc1 | 5.4%
COc1ccccc1C1CCN(Cc2c(C)[nH]c3ccccc23)CC1 | -2.5%[57.5 µM]
Cc1nnc(SCC(=O)NC(=O)NCCC(C)C)s1 | 4.6%
CCOC(=O)c1ccc(S(=O)(=O)N2CCN(C(C)=O)CC2)cc1 | 6.2%

(listing goes on)
canonical_smiles | ERK EGF inh
COC(=O)c1ccc(C23CC4(C2)[C@H](CN(Cc2ccc(C(F)(F)F)cc2)[C@@H]4c2ccccc2)C3c2ccccc2)cc1 (some centres undefined) | 1.8%
c1csc(CNc2ncnc3ccc(-c4ccc5c(c4)OCO5)cc23)c1 | ?
CC(/C=N/NC(=O)c1cccs1)=C\c1ccccc1 | -2.2%
Cc1nc2ccc(Cl)cc2c(-c2ccccc2)c1CC(=O)O | 5.3%
CC(=O)NCCNC(=O)C1CCCCN1S(=O)(=O)c1ccccc1 (centres undefined) | 0.4%
O=C(COC(=O)CCN=C1NS(=O)(=O)c2ccccc21)NC1CCCCCCC1 | 3.7%[57.5 µM]
NS(=O)(=O)c1ccc(NC(=O)N[C@@H](Cc2ccccc2)C(=O)O)cc1 | -5.4%
CCOc1ccccc1CNC(=O)c1nn(CC)cc1[N+](=O)[O-] | -6.3%

Remaining list, next part.
canonical_smiles | ERK EGF inh
CC(C)c1cc(-c2cc(C(=O)NCc3ccccc3)on2)nc(NC2CCCC2)n1 | -0.3%[57.5 µM]
C(=N\Nc1nc2ccccc2[nH]1)/c1ccccn1 | -4.7%
CC(C)C(=O)NC(=S)Nc1nnn(C)n1 | -4.9%
COc1cccc(-c2cc(C(F)(F)F)n3nc(C(=O)N4CCCCC4c4cccnc4)cc3n2)c1 (centres undefined) | ?
CC1=Nc2nc(N3CCCCC3)c(C#N)c3c4c(nc(c23)N1)N(c1ccc(C(C)C)cc1)C(=O)C4 | 0.4%
CN1CCN(S(=O)(=O)c2ccc(NCc3ccc4c(c3)OCO4)nc2)CC1 | -7.5%[57.5 µM]
Cc1ccc(/C=C/C(=O)OCC(=O)Nc2ccccc2Sc2ccccc2)cc1 | 14.8%
COc1cc(/C=N/NC(=O)CCN2CCN(c3ccccc3)CC2)cc(OC)c1OC | 7.0%

Carrying on.
canonical_smiles | ERK EGF inh
Cc1ccc(NC(=S)Nc2ccc(Cl)c(Cl)c2)c(OC(F)F)c1 | 0.1%
CC(=O)c1ccc(NC(=O)C(C)n2c3ccccc3c3nc(=O)cc(C)n32)cc1 (centres undefined) | 2.3%[57.5 µM]
CN(C)CC/C=C1/c2ccccc2Sc2ccc(Cl)cc21 | -2.8%[57.5 µM]
Brc1ccc(-c2cn3ccccc3n2)cc1 | 2.9%[57.5 µM]
CCOc1ccc(C2CC(c3ccc(F)cc3)n3ncnc3N2)cc1 (centres undefined) | -4.3%
Cc1c(NC(=O)/C(C#N)=C/c2cccs2)c(=O)n(-c2ccccc2)n1C | 2.7%
CC(=O)NCCc1nc2ccccc2n1CCc1ccccc1 | -6.6%
CC(=O)N1N=C(c2ccc(NS(C)(=O)=O)cc2)CC1c1ccc2nccnc2c1 (centres undefined) | -0.1%

New compounds follow:
canonical_smiles | ERK EGF inh
O=C(Nc1ccc(Oc2cccc(C(F)(F)F)c2)nc1)c1ccco1 | -4.1%[57.5 µM]
CC(c1ccccc1)N1CCC(CNC(=S)Nc2cccc(Cl)c2)C1 (centres undefined) | -12.2%[57.5 µM]
CCCCCOC(=O)c1[nH]c2c(c1C)C(=O)CC(c1ccco1)C2 (centres undefined) | -7.6%
Cc1noc(C)c1COC(=O)[C@@H](NC(=O)c1ccccc1)C(C)C | 1.6%
NNC(=O)CN1C(c2ccc(Br)cc2)=Nc2ccc(Br)cc2C1c1ccccc1 (centres undefined) | 2.7%
Cc1ccsc1/C=N/n1c(-c2ccccc2)n[nH]c1=S | 5.2%
CCOCCCNC(=O)C1CCC(CNS(=O)(=O)c2ccc(OC)cc2)CC1 (centres undefined) | -3.4%[57.5 µM]
O=C(CCn1ccnc1)Nc1nc2ccccc2[nH]1 | -12.0%

The listing continues.
canonical_smiles | ERK EGF inh
Cn1cc(CNCc2cn[nH]c2-c2ccc(F)cc2)c(-c2ccc3c(c2)OCCO3)n1 | ?
COc1ccc(NC(=O)CSc2nc3ccccc3c(=O)n2Cc2cccs2)c(OC)c1 | -16.2%
CCOC(=O)c1c(NC(=O)CSc2c[nH]c3ccccc23)sc2c1CCC2 | -1.8%
O=C(Cc1ccc([N+](=O)[O-])cc1)Nc1nccs1 | 12.5%[57.5 µM]
COc1cccc(C(=O)C2CCCN(Cc3cn[nH]c3C3CCCCC3)C2)c1 (centres undefined) | -4.0%[57.5 µM]
CCOc1c(Cl)cc(CNc2ccc(N3CCCC3)cc2)cc1OC | ?
CN(C)S(=O)(=O)c1ccc(N2CCCC2)c(C(=O)Nc2nc(-c3cc(F)ccc3F)cs2)c1 | 2.1%
O=C(Cn1ncc(N2CCCC2)c(Br)c1=O)c1ccc(Cl)cc1 | -8.4%

(more compounds)
canonical_smiles | ERK EGF inh
O=C(Cc1cccs1)NNC(=S)NC(=O)c1ccco1 | -3.2%
COCCCNC(=O)c1sc2ncnc(N3CCc4ccccc4C3)c2c1C | -4.0%
COc1cccc(C2c3c(oc4ccc(F)cc4c3=O)C(=O)N2CCCN2CCOCC2)c1 (centres undefined) | 4.0%
C(=N\N=C\c1cccs1)/c1cccs1 | 7.7%
COCCN(CCOC)C(=O)N1CCOCC1 | -7.2%[57.5 µM]
CC(=O)c1ccc(N2CCc3ccccc3C2)c([N+](=O)[O-])c1 | ?
CCOc1ccc(NC(=O)c2c[nH]n3c(=O)cc(C4CCN(C(=O)OC(C)(C)C)CC4)nc23)cc1 | 2.6%[57.5 µM]
Cc1ccccc1NC(=O)c1ocnc1C | 1.4%
O=C(NCCCn1ccnc1)c1cc(-c2cccc(O)c2)on1 | -1.3%[57.5 µM]
CN(CC1CCCO1)S(=O)(=O)c1ccc(C(=O)Nc2nc(-c3ccccn3)cs2)cc1 (centres undefined) | ?
O=C(O)CCc1ccccc1OC(=O)c1ccccc1 | 1.7%[57.5 µM]

No new results follow: entries from further up.
canonical_smiles | ERK EGF inh
CCCCn1c(N)c(N(CCOC)C(=O)CN2c3ccccc3CC2C)c(=O)[nH]c1=O (centres undefined) | -33.3%
COc1cccc(-c2nnc(-c3ccco3)o2)c1 | -2.2%
CCOc1ccc(/C=C/C(=O)Nc2ccc(C(N)=O)cc2)cc1OC | 2.6%
